OX1R antag-1 – OX1R (human) antagonism; inhibition, % at 6.6 µM; AID 485270; actives 1.8% (n = 330,000); OX1R-expressing cells, FRET antagonist read-out; in the data active = inhibition mostly above about 38%, no sharp cut-off; inactive = mostly below about 40%;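 also: 0% = agonist challenge alone and 100% = reference antagonist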
Target sequence (O43613 whole entry, looked up): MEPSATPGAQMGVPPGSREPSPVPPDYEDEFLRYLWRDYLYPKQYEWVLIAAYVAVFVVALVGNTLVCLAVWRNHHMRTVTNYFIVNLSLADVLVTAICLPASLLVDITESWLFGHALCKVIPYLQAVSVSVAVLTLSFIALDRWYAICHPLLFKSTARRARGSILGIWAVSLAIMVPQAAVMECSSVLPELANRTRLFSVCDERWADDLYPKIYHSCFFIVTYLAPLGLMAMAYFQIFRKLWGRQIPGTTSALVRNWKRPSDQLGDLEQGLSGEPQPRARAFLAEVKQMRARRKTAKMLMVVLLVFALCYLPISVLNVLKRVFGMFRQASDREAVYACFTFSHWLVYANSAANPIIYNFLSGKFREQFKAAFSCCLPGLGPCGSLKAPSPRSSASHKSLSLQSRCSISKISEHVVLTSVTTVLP
OX1R antag-2 – antagonists of human orexin 1 receptor | O43613 | CHO/OX1R cells, Fluo-8 calcium fluorescence, orexin A | inhibition, % at 5 µM | actives 0.43% (n = 330,000) | AID 434989;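 active = inhibition above its plate's threshold, mean inhibition of all tested compounds on the plate plus 3 SD, cut at about 37% in these data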;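 also: 0% = orexin A challenge wells and 100% = SB-334867-A antagonist wells; not every result past the cut was called active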
* marks the source's active call; other numbers are inactive results.

Screening COc1ccc([N+](=O)[O-])cc1NCc1ccccc1 returned OX1R antag-1 42.4 and OX1R antag-2 2.6.
`CC(C)CN(C(=O)CSc1nnc2c(Cl)cc(C(F)(F)F)cn12)C1CCS(=O)(=O)C1` (centres undefined) gave OX1R antag-1 12.5 and OX1R antag-2 -6.8.
For Brc1ccc(NC2=Nc3ccccc3CC2)cc1 the results were OX1R antag-1 6.8 and OX1R antag-2 -18.4.
Cc1cc(-c2nnc(SCC(=O)Nc3nc(-c4ccccc4)cs3)o2)no1 was read as OX1R antag-1 43.4 and OX1R antag-2 -11.9.
`Cc1ccc(N=Nc2c(C)[nH]n(C(N)=S)c2=O)cc1C` gave OX1R antag-1 8.6 and OX1R antag-2 -4.5.
For COc1ccc(NC(=O)Cn2cccc2)c(OC)c1 the results were OX1R antag-1 3.5 and OX1R antag-2 -7.1.
`COc1ccc(C(=O)Nc2ccc(-c3ccc(NC(=O)c4ccc(OC)cc4)c(OC)c3)cc2OC)cc1` gave OX1R antag-1 9.0 and OX1R antag-2 -16.8.
`CCN(C(=O)C1CCCN1S(=O)(=O)c1ccc2c(c1)n(C)c(=O)c(=O)n2C)c1ccccc1` (centres undefined) gave OX1R antag-1 4.5 and OX1R antag-2 -8.6.
For Cc1ccc(-c2onc3ccc(C=O)cc23)cc1 the results were OX1R antag-1 0.3 and OX1R antag-2 -4.7.
For COc1ccc2[nH]cc(C(O)CN3CCN(c4ccccc4F)CC3)c2c1 (centres undefined) the results were OX1R antag-1 9.1 and OX1R antag-2 -25.5.
Screening Cc1ccc(NC(=O)C(=O)NCCN2CCN(S(C)(=O)=O)CC2)cc1 returned OX1R antag-1 10.4 and OX1R antag-2 0.0.
`N#CCC(=O)N/N=C/c1ccc(OCc2ccccc2)cc1` gave OX1R antag-1 6.3 and OX1R antag-2 -0.1.
COc1cc(/C=N/Nc2nc3ccccc3s2)cc([N+](=O)[O-])c1O was read as OX1R antag-1 41.1 and OX1R antag-2 -15.4.
COc1ccc(/C=N/n2cc(-c3ccccc3)nc2N)cc1 was read as OX1R antag-1 14.2 and OX1R antag-2 -19.1.
Screening Cc1ccccc1OCC(=O)NCC(c1ccco1)N1CCCCC1 (centres undefined) returned OX1R antag-1 6.5 and OX1R antag-2 -19.4.
`COc1ccc(N2CCN(C3CCCCC3NS(=O)(=O)c3ccc(Cl)cc3)CC2)cc1` (centres undefined) gave OX1R antag-1 5.0 and OX1R antag-2 -30.7.
CC1CCN(C(=O)c2ccc(NS(=O)(=O)c3ccccc3)cc2)CC1 was read as OX1R antag-1 33.0 and OX1R antag-2 -4.0.
Screening O=C(Nc1ccc(S(=O)(=O)NCCc2ccccc2)cc1)c1ccco1 returned OX1R antag-1 17.1 and OX1R antag-2 -3.5.
`C/C=C\C(=O)Nc1cccc(C2=NOC3(C2)C[C@@H](C(N)=O)N(C(=O)CC(c2ccccc2)c2ccccc2)C3)c1` (some centres undefined) gave OX1R antag-1 7.9 and OX1R antag-2 -4.8.
For NC(=O)c1ccc(NC(=S)NCc2ccco2)cc1 the results were OX1R antag-1 3.5 and OX1R antag-2 -0.6.
For CC1CCc2sc(C(=O)NNS(=O)(=O)c3ccc(F)c(F)c3F)cc2C1 (centres undefined) the results were OX1R antag-1 22.6 and OX1R antag-2 -16.8.
`Clc1cccc(CSc2nnc(-c3sccc3-n3cccc3)o2)c1` gave OX1R antag-1 45.8 and OX1R antag-2 -22.7.
Screening CCOC(=O)C1CCN(C(=O)C(CCSC)NC(=O)c2ccccc2OC)CC1 (centres undefined) returned OX1R antag-1 3.1 and OX1R antag-2 -8.0.
`CCOC(=O)[C@@H]1[C@H]2COc3cc(OC)ccc3[C@H]2N2C(=O)N(c3ccc(F)cc3)C(=O)[C@]12C` gave OX1R antag-1 15.5 and OX1R antag-2 -12.0.
`COc1ccc(Nc2nc(N)nc(CSc3nccn3C)n2)cc1` gave OX1R antag-1 0.5 and OX1R antag-2 -11.0.
Screening Cc1cccc(NC2=NC(C)(C)N=C(N)N2)c1C returned OX1R antag-1 16.7 and OX1R antag-2 -3.5.
CCCCOc1ccc(C(=O)NCC(=O)N2CC=C(c3ccccc3)CC2)cc1 was read as OX1R antag-1 11.0 and OX1R antag-2 -16.1.
O=C(COC(=O)c1ccccn1)NC12CC3CC(CC(C3)C1)C2 was read as OX1R antag-1 13.3 and OX1R antag-2 -1.4.
`CC(C)c1ccc(C(=O)N/N=C/c2cccc(Cl)c2Cl)cc1` gave OX1R antag-1 16.4 and OX1R antag-2 -12.3.
Screening Cc1ccc(C(=O)N2CCN(c3ncccn3)CC2)cc1S(=O)(=O)N1CCCCC1 returned OX1R antag-1 -0.4 and OX1R antag-2 -17.1.
For CCN(Cc1ccccc1)C(=O)CN1C(=O)c2ccccc2C1=O the results were OX1R antag-1 16.1 and OX1R antag-2 -1.8.
Screening COCCNC(=O)CN(c1ccc(C)cc1)S(=O)(=O)c1ccccc1 returned OX1R antag-1 15.5 and OX1R antag-2 -23.4.
`Cc1ccn2c(C=O)c(-c3ccc(F)cc3)c(C=O)c2c1` gave OX1R antag-1 12.8 and OX1R antag-2 -26.7.
`COc1ccc2c(c1)[C@@H]1[C@H](CO2)[C@H](c2ccccc2)[C@]2(C)C(=O)NCC(=O)N12` gave OX1R antag-1 4.0 and OX1R antag-2 -18.1.
`Oc1c(C=NCc2ccccc2)sc2ccccc12` gave OX1R antag-1 10.4 and OX1R antag-2 -9.9.
`COC(=O)c1ccc(NC(=O)c2ccc(N(C)S(C)(=O)=O)cc2)cc1` gave OX1R antag-1 12.5 and OX1R antag-2 10.5.
`COCCCN1C(=O)C(=O)/C(=C(/O)c2ccccc2)C1c1ccc2c(c1)OCO2` (centres undefined) gave OX1R antag-1 9.7 and OX1R antag-2 6.2.
For CC1(C)CN=C(N(Cc2ccccc2)C(=O)Nc2ccccc2)S1 the results were OX1R antag-1 15.1 and OX1R antag-2 -2.3.
`Cc1ccc(SCCC(=O)Nc2c(C)n(C)n(-c3ccccc3)c2=O)cc1` gave OX1R antag-1 12.6 and OX1R antag-2 -14.4.
`CCOc1cc(C(=O)Nc2c3c(nn2C(C)(C)C)CS(=O)C3)cc(OCC)c1OCC` (centres undefined) gave OX1R antag-1 16.8 and OX1R antag-2 -16.1.
For CC(=O)c1ccc(S(=O)(=O)NCCc2csc(-c3cccnc3)n2)cc1 the results were OX1R antag-1 20.6 and OX1R antag-2 -28.2.
`CCN(CC(=O)Nc1ccc(NC(C)=O)cc1)C(=O)c1cccc(S(=O)(=O)N2CCCC2)c1` gave OX1R antag-1 19.8 and OX1R antag-2 -5.2.
For Cc1cc(NC(=O)CCC(=O)N(CC(=O)NC2CCCC2)c2ccccc2)no1 the results were OX1R antag-1 28.9 and OX1R antag-2 -32.4.
COc1cc([N+](=O)[O-])ccc1NC(=O)CCS(=O)(=O)c1ccc2c(c1)n(C)c(=O)c(=O)n2C was read as OX1R antag-1 -0.2 and OX1R antag-2 -14.3.
Screening CC[C@]12c3[nH]c4ccc(OC)cc4c3CCN1C(=O)C(CC(=O)NCC13CC4CC(CC(C4)C1)C3)C[C@@H]2C(=O)N1CCN(C(=O)c2ccco2)CC1 (some centres undefined) returned OX1R antag-1 1.4 and OX1R antag-2 -18.4.

Quoted at random: 2 entries already listed, in no set order.
`Oc1c(C=NCc2ccccc2)sc2ccccc12` gave OX1R antag-1 10.4 and OX1R antag-2 -9.9.
`C/C=C\C(=O)Nc1cccc(C2=NOC3(C2)C[C@@H](C(N)=O)N(C(=O)CC(c2ccccc2)c2ccccc2)C3)c1` (some centres undefined) gave OX1R antag-1 7.9 and OX1R antag-2 -4.8.

Additional structures follow:
COc1ccc(Nc2nnc(SCc3cn4c(C)cccc4n3)s2)cc1 was read as OX1R antag-1 21.4 and OX1R antag-2 -18.0.
O=c1cc(COc2ccc(Cl)c(Cl)c2)nc2sccn12 was read as OX1R antag-1 8.3 and OX1R antag-2 -9.0.
For Cc1ccc(-c2c(CC(=O)O)c(C)nc3sc4c(c23)CCCC4)cc1 the results were OX1R antag-1 1.2 and OX1R antag-2 -10.7.
`CCc1ccc(NC(=O)C2CC(=O)N(C(C)C)C2)cc1` (centres undefined) gave OX1R antag-1 29.2 and OX1R antag-2 -11.8.
Cc1nn(C)cc1CNC(=O)C1CCC(=O)N(CC2CCCCC2)C1 (centres undefined) was read as OX1R antag-1 14.9 and OX1R antag-2 -15.9.
CCOc1ccc(NC(=O)CC2C(=O)N(C)C(=S)N2Cc2ccc3c(c2)OCO3)cc1 (centres undefined) was read as OX1R antag-1 20.9 and OX1R antag-2 -7.1.
Screening O=C(CSc1nnnn1-c1cccc(F)c1)NC1CCCCC1 returned OX1R antag-1 0.3 and OX1R antag-2 -7.8.
`COc1cc2c(c3oc(=O)cc(CC(=O)O)c13)CCC(C)(C)O2` gave OX1R antag-1 3.0 and OX1R antag-2 -31.9.
Screening Cc1cc(C)c(S(=O)(=O)NCC2CCC(C(=O)NCc3ccc4c(c3)OCO4)CC2)c(C)c1 (centres undefined) returned OX1R antag-1 11.6 and OX1R antag-2 18.4.
`CC(C)(C)CN1CCNC(=O)C1CC(=O)N1CCOc2ccccc2C1` (centres undefined) gave OX1R antag-1 18.1 and OX1R antag-2 -20.0.
`CCC1CCc2[nH]nc(C(=O)O)c2C1` (centres undefined) gave OX1R antag-1 6.7 and OX1R antag-2 -6.8.
For COC(=O)Cc1c(C)c2ccc(O)c(CN3CCCC(C)C3)c2oc1=O (centres undefined) the results were OX1R antag-1 25.1 and OX1R antag-2 -18.5.
Cc1ccc(C2(CCN)CCOC(C(C)C)C2)cc1 (centres undefined) was read as OX1R antag-1 6.0 and OX1R antag-2 -17.1.
`CN(C)/C=N/NC(=O)c1ccc(Cl)cc1` gave OX1R antag-1 13.5 and OX1R antag-2 -11.6.
CN(C)CCn1nnnc1SCC1=C(C(=O)O)N2C(=O)[C@@H](NC(=O)Cc3csc(N)n3)[C@H]2SC1 was read as OX1R antag-1 12.7 and OX1R antag-2 -6.8.
For CCCN=C1N(CC)C[C@@H]2[C@@H]3C(=O)N(Cc4ccccc4)C(=O)[C@@H]3[C@](Cc3ccccc3)(C(=O)OC)N12 the results were OX1R antag-1 14.3 and OX1R antag-2 -4.0.
For CCCCOc1ccc(CSCCN)cc1Cl the results were OX1R antag-1 7.1 and OX1R antag-2 -6.1.
For CCN1CCC(CNCc2cn(-c3ccc(OC)cc3)nc2-c2ccccc2Cl)C1 (centres undefined) the results were OX1R antag-1 21.8 and OX1R antag-2 -10.6.
For Cn1cnnc1SCCNS(=O)(=O)c1cccc([N+](=O)[O-])c1 the results were OX1R antag-1 44.1 and OX1R antag-2 -6.3.
Screening CC(=O)Nc1sc(N/N=C\c2ccccc2Cl)nc1-c1cccs1 returned OX1R antag-1 24.7 and OX1R antag-2 -15.9.
`COc1ccc(C(=O)Cc2cc3cccc(OC)c3oc2=O)cc1` gave OX1R antag-1 7.0 and OX1R antag-2 -12.5.
`O=C1SC(SCc2ccccc2Cl)=N/C1=C\c1ccc(C(=O)O)cc1` gave OX1R antag-1 13.0 and OX1R antag-2 -3.6.
CC(NC(=O)C1CCN(S(=O)(=O)N2CCCCCC2)CC1)c1ccccc1 (centres undefined) was read as OX1R antag-1 12.9 and OX1R antag-2 -7.6.
`CCC(C)Sc1cccc(-c2nc3ccccn3c2NCc2ccccc2)c1` (centres undefined) gave OX1R antag-1 25.5 and OX1R antag-2 45.9.
For O=c1cc(-c2cccc3ccccc23)[nH][nH]1 the results were OX1R antag-1 9.9 and OX1R antag-2 -4.3.
For CC1(C(=O)OCC(=O)NNC(=O)COc2ccc(Cl)cc2)CC1(Cl)Cl (centres undefined) the results were OX1R antag-1 3.6 and OX1R antag-2 -17.0.
`CCOC(CCNC(=O)c1cn(CC(C)C)c(=O)c2c1c1ccccc1n2C)OCC` gave OX1R antag-1 0.8 and OX1R antag-2 -31.2.
CCOC(=O)c1cc(Br)c(=O)n2ccccc12 was read as OX1R antag-1 30.5 and OX1R antag-2 -15.2.
Screening O=C(O)c1cccc(OCc2ccccc2Cl)c1 returned OX1R antag-1 10.6 and OX1R antag-2 9.6.
For O=C(NC(Cc1ccccc1)C(=O)N1CCN(S(=O)(=O)c2ccccc2)CC1)c1ccccc1 (centres undefined) the results were OX1R antag-1 23.4 and OX1R antag-2 -10.2.
`CCN(CC)C(=O)CSc1ncnc2c(-c3cccs3)nsc12` gave OX1R antag-1 58.3 and OX1R antag-2 -12.9.
CCOC(=O)c1cc(-c2ccc(N3CCOCC3)cc2)nn1-c1ccccc1 was read as OX1R antag-1 8.4 and OX1R antag-2 -10.2.
`O=C(NC1CCSC1=O)c1ccc(Oc2ccc(F)cc2)nc1` (centres undefined) gave OX1R antag-1 12.9 and OX1R antag-2 -1.6.
C/C(Cc1ccccc1)=N\NC(=O)c1ccc(F)cc1 was read as OX1R antag-1 4.3 and OX1R antag-2 -3.2.

Compounds shown so far that have fluorine (eight):
`CC(C)CN(C(=O)CSc1nnc2c(Cl)cc(C(F)(F)F)cn12)C1CCS(=O)(=O)C1` (centres undefined) gave OX1R antag-1 12.5 and OX1R antag-2 -6.8.
For COc1ccc2[nH]cc(C(O)CN3CCN(c4ccccc4F)CC3)c2c1 (centres undefined) the results were OX1R antag-1 9.1 and OX1R antag-2 -25.5.
For CC1CCc2sc(C(=O)NNS(=O)(=O)c3ccc(F)c(F)c3F)cc2C1 (centres undefined) the results were OX1R antag-1 22.6 and OX1R antag-2 -16.8.
`CCOC(=O)[C@@H]1[C@H]2COc3cc(OC)ccc3[C@H]2N2C(=O)N(c3ccc(F)cc3)C(=O)[C@]12C` gave OX1R antag-1 15.5 and OX1R antag-2 -12.0.
`Cc1ccn2c(C=O)c(-c3ccc(F)cc3)c(C=O)c2c1` gave OX1R antag-1 12.8 and OX1R antag-2 -26.7.
Screening O=C(CSc1nnnn1-c1cccc(F)c1)NC1CCCCC1 returned OX1R antag-1 0.3 and OX1R antag-2 -7.8.
`O=C(NC1CCSC1=O)c1ccc(Oc2ccc(F)cc2)nc1` (centres undefined) gave OX1R antag-1 12.9 and OX1R antag-2 -1.6.
C/C(Cc1ccccc1)=N\NC(=O)c1ccc(F)cc1 was read as OX1R antag-1 4.3 and OX1R antag-2 -3.2.

From PubChem

Not a hit list. About 2% of those tested had a hit in this group.
